Screening data: PubChem BioAssay, National Center for Advancing Translational Sciences (NCATS)
CBFb RUNX1 block: blocks binding between human CBF-beta and RUNX1 | Q01196+Q13951 | AlphaScreen CBFb-His/RUNX1-biotin binding, biochemical | Potency, µM (highest dose often 59.8 µM), for inactives: at the top dose activity, negative = inhibition, hits mostly inhibitors | 230,000 tested, under 10 active | AID 1477; further: % of control where 0% means no effect
Target sequence (Q01196 whole entry, looked up): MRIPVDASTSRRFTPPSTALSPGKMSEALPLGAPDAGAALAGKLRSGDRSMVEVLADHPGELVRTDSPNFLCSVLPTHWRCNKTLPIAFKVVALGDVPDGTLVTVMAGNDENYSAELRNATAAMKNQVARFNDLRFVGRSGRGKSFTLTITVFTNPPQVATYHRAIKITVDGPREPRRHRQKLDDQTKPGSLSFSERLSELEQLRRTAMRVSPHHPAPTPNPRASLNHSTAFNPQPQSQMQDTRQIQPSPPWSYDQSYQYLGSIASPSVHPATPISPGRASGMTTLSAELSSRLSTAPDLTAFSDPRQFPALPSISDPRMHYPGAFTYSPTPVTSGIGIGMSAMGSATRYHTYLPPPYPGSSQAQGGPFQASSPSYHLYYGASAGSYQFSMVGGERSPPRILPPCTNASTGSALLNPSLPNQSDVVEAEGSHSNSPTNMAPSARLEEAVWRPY
Target sequence (Q13951 whole entry, looked up): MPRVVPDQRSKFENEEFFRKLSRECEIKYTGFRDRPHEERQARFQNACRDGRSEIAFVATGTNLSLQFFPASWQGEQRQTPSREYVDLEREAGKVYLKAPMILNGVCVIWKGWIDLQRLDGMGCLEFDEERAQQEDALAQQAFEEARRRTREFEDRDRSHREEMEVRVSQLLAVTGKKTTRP
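Proteins preincubated together for 20 min at RT before compound addition; 15 min later, nickel and streptavidin beads were added and left 90 min prior to AlphaScreen measurement.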
Luc counter: counter-screen: inhibitors of Kinase-Glo firefly luciferase; Q27757; Kinase-Glo luciferase, ATP luminescence, 8 min; Potency, µM (doses to about 38.3 µM), for inactives: at the top dose activity change, negative = inhibition, most hits filed as inhibitors; 200,000 compounds, 0.28% hits; AID 1379; further: potency means the concentration at half of the fitted maximal effect; on the % scale 0 is the no-effect control and ±100 the full control effect; nearly all actives have a fitted effect of over 60% in size
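Light output from Kinase-Glo luciferase with luciferin and 10 uM ATP in 50 mM imidazole pH 7.2, KCl, MgCl2, Tween 20, BSA; compound pin-delivered, 8-min ambient incubation, then luminescence read.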
IMPase Li cell: IMPase inhibition in cells with lithium potentiation. CHO-M1 cells, IP1 TR-FRET (IP-One), carbachol + lithium. Potency, µM (highest dose often 59.4 µM), for the others: at the top dose activity, negative = IMPase inhibition, usual class: inhibitors. 210,000 compounds, 0.35% hits. AID 1457;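 further: IP1 builds up when IMPase is blocked and the TR-FRET signal falls; potency means the concentration at half of the fitted maximal effect; plate controls were basal vehicle for no effect and high inhibitor control for full effect; nearly all actives have a fitted effect of over 50% in size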
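Steps: plate 2000 CHO-M1 cells per well and culture 16–30 h; add compound and lithium; incubate 30 min, 37C; add d2-IP1 tracer and Eu cryptate anti-IP1 antibody in lysis buffer; read after 10 min at room temperature.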
HTT cytoprotect: Huntington cell model cytoprotection by ATP luminescence. PC12 HTT-Q103 induced, cytoprotection, ATP luminescence, 40 h. Potency, µM (top dose mostly 56.4 µM), without a hit: cytoprotection (ATP increase), hits mostly activators. 230,000 compounds, 0.14% hits;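 further: potency means the concentration at half of the fitted maximal effect; % of control where 0% means no effect; nearly all actives have a fitted effect of over 45% in size; toxic huntingtin expression switched on by the ecdysone agonist tebufenozide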
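Quantitative HTS on tebufenozide-induced (100 nM) PC12 cells expressing HTTQ103 exon 1–GFP; compounds tested as a concentration series; survival measured via cellular ATP.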
SMN2 splice enh: SMN2 splice variant enhancement | 210,000 compounds, 2.8% hits | AID 1458 | Potency, µM (highest dose often 46.1 µM), without a hit: top-dose activity change, positive = activation, usual class: activators | HEK293 SMN2-luciferase splicing reporter, luminescence, 30-36 h; further: potency means the concentration at half of the fitted maximal effect; % of control where 0% means no effect; nearly all actives have a fitted effect of over 55% in size
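HEK293 cells carry an SMN2 […]–luciferase reporter in which exon 7 inclusion puts luciferase in frame. Cells were plated 10-12 h before compound addition, then incubated 30-36 h at 37C. ONE-Glo luminescence was read; sodium butyrate at 4.5 mM final served as control.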
HTT aggregate: inhibitors of mutant huntingtin aggregate formation in PC12 cells; PC12 HttQ103-GFP aggregates, Acumen cytometry, 40 h; Potency, µM (series often up to 46.1 µM), for inactives: top-dose activity change, negative = inhibition, actives largely listed as inhibitors; 220,000 compounds, 1.1% hits; further: potency means the concentration at half of the fitted maximal effect; on the % scale 0 is the no-effect control and ±100 the full control effect; nearly all actives have a fitted effect of over 60% in size
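Inducible Q103 Huntingtin exon 1–GFP PC12 line, 1500 cells/well in phenol red free DMEM with 5% equine and 5% calf serum. Tebufenozide 100 nM induced expression; compounds titrated; aggregates quantified by cytometry.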
Lamin A splicing: changes lamin A minigene splicing in HeLa cells; HeLa LMNA splicing GFP/RFP minigene ratio, 48 h; Potency, µM (series often up to 46.1 µM), without a hit: top-dose ratio change, negative = inhibition, hits mostly inhibitors; 200,000 compounds, 0.01% hits; AID 1487; active means well fitted inhibition curve with a large enough effect in the signal ratio, with a control signal flat, not every such curve was filed as active; inconclusive means small, poorly fitted or top-dose-only effect, or effect the other way, or a change in a side signal; the % refers to the signal ratio; further: potency means the concentration at half of the fitted maximal effect; on the % scale 0 is the no-effect control and ±100 the full control effect
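S3 HeLa stable clones carrying a lamin A-EGFP splicing minigene plus DsRed2 were seeded at 600 cells/well in Opti-MEM with 2% FBS, pin-dosed and incubated 48 h at 37°C. Acumen cytometry (488 nm) gave the GFP/RFP total-intensity ratio.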
An asterisk follows results filed as active; ? = inconclusive; nt = not tested or not shown; & = joins results of further samples; [ ] = another dose, or the depositor's remark. Unless noted, the call rests on the fitted dose curve; in most records, active means well fitted curve in the direction sought with a large enough effect; inconclusive means small, poorly fitted or top-dose-only effect, or another doubt; inactive means no such curve, though single readings can be large; an effect the other way counts as inactive or inconclusive.

smiles	Lamin A splicing	CBFb RUNX1 block	IMPase Li cell	HTT cytoprotect	Luc counter	SMN2 splice enh	HTT aggregate
O=C(NC(NC(=S)N1CCOCC1)C(Cl)(Cl)Cl)c1cccc2ccccc12 (configuration not stated)	-14%	12%	0%	15%[10 µM]	0%	-3%	24%
COc1ccc(Cl)cc1N1C(=O)/C(=C\c2sccc2C)N=C1SCC(=O)NC1CC1	8%	-9%	34%[38.3 µM]	25%	-2%	-10%	19%
CSC(=CC(=O)c1ccccc1)SC	-10%	1%	1%[38.3 µM]	-19%	-3%	-15%	8%
Cc1onc(-c2ccccc2Cl)c1C(=O)N1CCOC12CCN(c1cccc(F)n1)CC2	nt	11%	-4%	-15%[10 µM]	3%	-10%	14%
CC(CN1CCOCC1)(NS(=O)(=O)c1ccccc1)c1ccccc1 (configuration not stated)	-11%	2%	23%[38.3 µM]	-25%[10 µM]	2%	0%	4%
COc1ccccc1C(=O)N(Cc1nc(-c2ccc(Cl)cc2)no1)C(C)C	-6%	-1%	1%[38.3 µM]	6%	16%	-26%	?
CCS(=O)(=O)N1Cc2ccccc2CC1C(=O)Nc1ccc(F)cc1 (configuration not stated)	nt	11%	nt	3%[10 µM]	nt	nt	-16%[9.22 µM]
COc1ccc(S(=O)(=O)n2nc(-c3ccc(Cl)cc3)cc2N)cc1	nt	9%	nt	-7%[10 µM]	nt	nt	12%[9.22 µM]
CCO[C@H]1OC(C(=O)NCc2nc3ccccc3[nH]2)=C[C@@H](C2CCCCC2)[C@@H]1CCCO	nt	7%	12%	-1%[10 µM]	nt	nt	-6%[9.22 µM]
COC(=O)c1ccsc1NC(=O)CN1C(=O)CCC1=O	nt	-18%	nt	3%[10 µM]	nt	nt	-1%[9.22 µM]
O=C1CN(C(=O)c2cc3ccccc3o2)c2ccccc2N1	-11%	4%	-2%	5%[10 µM]	2%	11%	-2%
Cc1ccc(C(=O)N2C(=S)C(c3ccc(F)cc3)=NC23CCN(C)CC3)cc1	?	5%	nt	-4%[10 µM]	nt	nt	?
CN(C)S(=O)(=O)c1cccc(NC(=S)NCc2ccco2)c1	nt	-4%	0%	-16%	4%	nt	-1%
COc1ccccc1CNC(=O)CSc1nc(N)c(C#N)c(-c2cccs2)c1C#N	16%	-3%	3.5µM*	0%	0%	-6%	18%
Cc1c(CCC(=O)O)c(=O)oc2cc(O)ccc12	4%	7%	-9%[38.3 µM]	-6%	3%	6%	17%
O=C(CCC(=O)Nc1ccc(Cl)cc1Cl)NNC(=O)Nc1ccccc1	-5%[46 µM]	2%	-2%	-11%	-1%	6%	9%
Cc1cccc(CN2C(=O)c3ccccc3Sc3ccc(C(=O)O)cc32)c1	nt	4%	nt	-3%[10 µM]	nt	nt	-9%[9.22 µM]
CN(C)CCNC(=O)c1cccc(NS(=O)(=O)c2ccc(Cl)c(Cl)c2)c1	?	-1%	2%	2%	-2%	-5%	-12%
Cn1nc(-c2ccc(OCC(=O)Nc3cccnc3)cc2)c2ccccc2c1=O	?	2%	0%	5%[10 µM]	8%	-18%	15%
CC(C)(C)c1ccc(C(=O)N2CCC(C(=O)NCc3ccco3)CC2)cc1	-5%	-3%	-2%	39%[10 µM]	-1%	2.5µM*	3%
Cc1nn(Cc2ccc([N+](=O)[O-])cc2)c(=O)n1N(C)c1ncc(C(F)(F)F)cc1Cl	-16%	0%	34%[activator][38.3 µM]	-5%	-4%	1%	-27%
Cc1nc(NC(=S)Nc2ccccc2)sc1C	?	-2%	-3%	-48%[inhibitor]	5%	16µM*	6%
Cc1[nH]nc2c1C(C1CC=CCC1)C(C#N)=C(N)O2 (configuration not stated)	-21%	0%	20%[38.3 µM]	-30%	3%	17%	-8%
O=C(Nc1ccc(-c2ccc3nncn3n2)cc1)C1CCCCC1	nt	-12%	-15%	-87%[inhibitor]	-6%	nt	3%
O=S(=O)(Nc1ccc2c(c1)OCCO2)c1cccc2cccnc12	4%	2%	-9%[38.3 µM]	-7%	0%	-22%	-13%
CSc1nc(C)c2c(n1)N(c1ccc(F)cc1)CC2	-9%	-1%	-7%[38.3 µM]	-23%	3%	-33%[inhibitor]	9%
CCOC(=O)Cc1csc(NC(=O)Cc2cccs2)n1	-4%	-9%	nt	-3%[10 µM]	nt	nt	-6%
O=P1(O)Oc2c(c(-c3ccccc3)cc3ccccc23)-c2c(-c3ccccc3)cc3ccccc3c2O1	nt	-5%	3%	-3%	1%	23%	nt
Cc1ccc(-c2ccc(/C=N/n3cnnc3)o2)cc1Cl	9%	5%	6%[38.3 µM]	-6%	1%	-13%	-8%
COC(=O)c1cc(NC(=O)C(C)c2ccc(CC(C)C)cc2)ccc1O (configuration not stated)	1%[46 µM]	14%	8%	31%[10 µM]	0%	nt	9%[9.22 µM]
O=C(N/N=C/c1ccccn1)c1cc([N+](=O)[O-])cc([N+](=O)[O-])c1	nt	?	1%	-22%	4%	-4%	-28%
C=CCc1ccc(OC)c(OC)c1	nt	1%[21.7 µM]	10%	5%	nt	-2%	nt
CC1CN(C(=O)COC(=O)c2nn(-c3ccccc3)c(=O)c3ccccc23)CC(C)O1 (configuration not stated)	nt	3%	2%	1%	-3%	-5%	16%
O=[N+]([O-])c1ccc(/C=N\N2CCN(c3ccc(Cl)cc3)CC2)cc1	4%	12%	-10%[38.3 µM]	-6%	-3%	0%	6%
COCCNC(=O)COc1ccc(C)cc1C	2%	4%	7%[38.3 µM]	13%[10 µM]	4%	7%	6%
Cc1ccc(C(=O)N/C(=C\c2sccc2C)C(=O)NCc2ccco2)cc1	4%	-1%	3%[38.3 µM]	3%	-3%	-4%	?
O=C(O)c1c(-c2nccc3ccccc23)[nH]c(-c2ccccc2)c1S(=O)(=O)O	nt	nt	-5%	0%[10 µM]	-1%[7.66 µM]	-11%[9.22 µM]	nt
COc1ccc(NC(=S)NC23CN4CN(CN(C4)C2)C3)c(OC)c1	nt	1%	-6%	-41%[inhibitor]	-1%	-9%	-8%
COc1ccc2c(c1)C(C)=CC(C)(C)N2S(=O)(=O)c1ccc(C)cc1	nt	8%	21%	-79%[inhibitor][10 µM]	-5%	-46%[inhibitor]	-35%[9.22 µM]
COCCn1c(CN2CCN(C)CC2)nc2c1c(=O)n(C)c(=O)n2C	0%	0%	-7%[38.3 µM]	-14%	4%	-33%	9%
CCOC(=O)c1cnc2c(cnn2CC)c1NN=C(C)C	?	10%	24%&29%	?	-9%&5%	-20%	4%
Cc1onc(-c2c(F)cccc2Cl)c1C(=O)c1ccccc1	5%[46 µM]	15%	nt	14%[10 µM]	nt	nt	-12%[9.22 µM]
NNC(=O)c1ccc(COc2ccc3c(c2)CCC3)o1	-1%	-7%	-3%	10%[10 µM]	0%	16µM*	?
COc1ccc(-c2ccccc2[C@H]2[C@@H]3C=CC[C@@H](C)[C@@H]3C(=O)N2Cc2ccccc2)cc1	nt	5%	13%	-29%	-3%[39.9 µM]	nt	nt
COc1ccc(C2Nc3ccccc3C(=O)N2Cc2ccco2)cc1COc1ccc(F)cc1 (configuration not stated)	?	-4%	14%	-13%[10 µM]	2%	-12%	-16%
Cc1cc(C)nc(N2CCC(C(=O)NCCc3ccc(Cl)cc3)CC2)n1	?	10%	1%	25%[10 µM]	-1%	nt	16%[9.22 µM]
Cc1ccc(S(=O)(=O)N2CCCCC2C(=O)NCc2ccco2)cc1 (configuration not stated)	?	-5%	-2%[38.3 µM]	-11%	-2%	-3%	?
CN1C(=O)NC(NC(=O)c2ccco2)(C(F)(F)F)C1=O (configuration not stated)	-6%	1%	-6%[38.3 µM]	-12%	9%	-4%	7%
Cc1nnc(SCC(=O)c2c(N)n(Cc3ccccc3)c(=O)n(C)c2=O)n1C	nt	8%	2%	-20%	1%	-2%	-10%
CCCCn1c(CN2CCN(c3cccc(Cl)c3)CC2)nc2c1c(=O)[nH]c(=O)n2C	?	0%	14%	-27%[10 µM]	2%	-26%	20%

(next part)
smiles	Lamin A splicing	CBFb RUNX1 block	IMPase Li cell	HTT cytoprotect	Luc counter	SMN2 splice enh	HTT aggregate
Cn1c(N)c(C(=O)COC(=O)c2cc(-c3ccco3)nc3ccccc23)c(=O)n(Cc2ccccc2)c1=O	4%	?	-2%&1%	10µM*	1%&-2%	-12%&-5%	32%
Cc1cc(C(=O)CN2C(=O)C(=O)N(C)C2=O)c(C)n1-c1cccc(S(=O)(=O)N2CCOCC2)c1	nt	-3%	nt	-9%[10 µM]	nt	nt	2%[9.22 µM]
Cc1cccc2cc(C#N)c(SCC(=O)Nc3ccccc3N3CCOCC3)nc12	-12%	-8%	-7%	4%[10 µM]	-1%	7%	2%
O=C(c1ccc(C#CC2(O)CCCCC2)cc1)N1CCOCC1	4%	-2%	32%[38.3 µM]	-7%	16%	?	-7%
N#CCCn1cc(/C=N/NC(=O)c2ccncc2)c(-c2ccc(F)cc2)n1	-18%	-6%	-1%	16%[10 µM]	2%	1%	-8%
N/C(=N\OC(=O)COc1ccc(Cl)cc1)c1cccnc1	1%	4%	1%	-9%[10 µM]	0%	19%	2%
COc1cc(O)c(C(CC(=O)N2CCCCC2)c2cc(OC)c(OC)c(OC)c2)c(OC)c1 (configuration not stated)	nt	-3%&6%	nt	12%[10 µM]	nt	nt	32%[9.22 µM]
COC(=O)c1cc(Br)c(=O)n(CCc2ccc(F)cc2)c1	-6%	4%	16%[38.3 µM]	7%	-2%	-4%	-9%
COc1ccc(CSc2nnc(C)s2)cc1F	5%[46 µM]	2%	3%	-23%	0%	?	-19%
